High-throughput results deposited in PubChem by several laboratories.
SUMO1-SIM PPI: SUMO1-SIM interaction modulation; P63165; SUMO1 binding to a labelled peptide, TR-FRET, 1 h; inhibition, % at 20 µM; 360,000 compounds, 0.33% hits; AID 602429; in the data active = inhibition above about 37%
Target sequence (P63165 whole entry, looked up): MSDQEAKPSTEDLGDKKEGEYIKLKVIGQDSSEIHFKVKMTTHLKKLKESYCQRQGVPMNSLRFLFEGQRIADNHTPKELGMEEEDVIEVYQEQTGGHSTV
NadD block: NadD (S. aureus) enzyme inhibition | purified NadD enzyme, colorimetric absorbance read-out | 360,000 compounds, 0.78% hits | inhibition, % at 20 µM; in the data active = inhibition above about 26%; also: some compounds past the cut are filed as inactive
Rpn11 block: Rpn11 (human) deubiquitinase inhibition; 360,000 compounds, 0.59% hits; calls only at 20 µM; human 26S proteasome, Ub4-pepOG fluorescence polarization; 20S core pre-blocked with epoxomicin; O00487;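 active = inhibition at 20 µM, scaled to each plate's controls, above about 33%, limit read from the data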
DNMT1 block: inhibitors of human DNMT1; P26358; DNMT1 molecular beacon, Hinp1I cleavage, fluorescence; inhibition (reported as % activation of signal), % at 10 µM; 360,000 compounds, 0.83% hits; AID 588458; in the data active = inhibition above about 50%
MsrA inhibitor: bovine MsrA inhibition | purified bovine MsrA, absorbance read-out | inhibition, % at 15.5 µM | 360,000 compounds, 0.75% hits | AID 651718; in the data active = inhibition above about 4.5%;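 also: 0% = vehicle wells with enzyme and 100% = reference inhibitor wells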
CSN inh: inhibitors of human CSN-mediated cullin deneddylation; Q92905; Purified CSN, SCF-Nedd8-OG deneddylation, fluorescence polarization; inhibition, % at 12.5 µM; 360,000 compounds, 0.38% hits;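 active = pattern-corrected inhibition above about 35%, with an unprinted fluorescence ratio check between 0.5 and 1.5, limit read from the data, passing the limit was not always enough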;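 also: 0% = enzyme with substrate and 100% = substrate without enzyme; some results filed as inactive read as strong as hits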
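Assay system: Purified human Csn5 enzyme expressed in HEK293T cells | Amount: Enzyme 0.24 nM | Measured by: Fluorescence polarization readout | Medium: Tris/NaCl/DTT buffer, pH 7.5 | Compound dosing: One concentration, 12.5 µM, 0.25% DMSO | Times: 90 min incubation of compound, enzyme and substrate at room temperature | Control set: no-enzyme wells high, enzyme-with-substrate wells low | Read-out: % inhibition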
TbMetRS inhib: Trypanosoma brucei MetRS inhibition | purified T. brucei MetRS, ATP depletion, Kinase-Glo luminescence | inhibition, % at 11.9 µM | 360,000 compounds, 0.4% hits;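 active = inhibition above a per-plate cutoff of the control wells' mean inhibition plus 3 SD, cut at about 5.5% in these data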;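 also: 0% = DMSO wells median and 100% = median of wells with control inhibitor compound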
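Material – parasite MetRS enzyme · Medium – HEPES-MgCl2-KCl buffer plus DTT, spermine, BSA, pyrophosphatase · Reagent – ATP, methionine and E. coli bulk tRNA substrates · Times – 15 min enzyme-compound preincubation, 2 h reaction, 10 min detection, 25 °C · Measured by – luminescence of leftover ATP · Evaluation – percent inhibition relative to median high and low control wells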
STEP inh: STEP (human) phosphatase inhibition; recombinant STEP, OMFP fluorogenic substrate, fluorescence; inhibition, % at 20 µM; 360,000 compounds, 0.25% hits; AID 588621;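 active = inhibition at 20 µM, scaled per plate between control wells, above about 37%, limit read from the data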;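 also: 0% = DMSO with enzyme and substrate and 100% = substrate only without enzyme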
Target sequence (P54829 whole entry, looked up): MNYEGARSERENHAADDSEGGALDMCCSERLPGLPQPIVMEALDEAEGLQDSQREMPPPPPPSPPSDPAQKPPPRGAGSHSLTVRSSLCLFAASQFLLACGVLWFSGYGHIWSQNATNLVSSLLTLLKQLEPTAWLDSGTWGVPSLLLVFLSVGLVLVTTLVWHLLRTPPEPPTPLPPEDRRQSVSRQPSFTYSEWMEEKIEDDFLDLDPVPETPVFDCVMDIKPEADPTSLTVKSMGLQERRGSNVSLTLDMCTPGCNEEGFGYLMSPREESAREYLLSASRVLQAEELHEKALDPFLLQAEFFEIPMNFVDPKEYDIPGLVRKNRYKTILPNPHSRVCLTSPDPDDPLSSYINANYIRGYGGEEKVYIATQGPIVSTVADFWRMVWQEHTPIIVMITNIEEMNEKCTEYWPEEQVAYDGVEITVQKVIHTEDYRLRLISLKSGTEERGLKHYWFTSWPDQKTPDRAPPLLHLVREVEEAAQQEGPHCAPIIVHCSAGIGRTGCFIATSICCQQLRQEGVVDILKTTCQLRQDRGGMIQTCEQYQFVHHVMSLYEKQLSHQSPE
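Assay system: isolated STEP enzyme / Timing: 20 min at room temperature, dark / Doses: 20 µM, 1% DMSO / Technique: fluorescence intensity, excitation 480 nm, emission 540 nm / Reagent: fluorogenic phosphatase substrate OMFP at 25 µM final / Measure: percent inhibition scaled to no-enzyme and uninhibited-enzyme controls, plate-pattern corrected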
Scp-1 inhibitor: blocks human Scp-1 phosphatase activity | Q9GZU7 | Recombinant Scp1, phosphopeptide, malachite green phosphate absorbance | inhibition, % at 20 µM | 340,000 compounds, 0.88% hits | AID 493091;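 active = inhibition above about 50% at 20 µM, limit read from the data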;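 also: plate controls were DMSO wells with enzyme for no effect and wells lacking enzyme for full effect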
Target sequence (Q9GZU7 76-261 limits assumed): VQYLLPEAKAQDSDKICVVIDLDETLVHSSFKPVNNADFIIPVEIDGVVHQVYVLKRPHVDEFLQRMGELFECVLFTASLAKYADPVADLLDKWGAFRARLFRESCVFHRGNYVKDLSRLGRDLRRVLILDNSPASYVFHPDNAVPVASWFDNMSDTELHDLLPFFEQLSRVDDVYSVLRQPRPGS
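System: SCP-1 catalytic domain; Reagent: Phospho 17-mer peptide substrate; Doses: one concentration, 20 µM, with 1.0% DMSO; Incubation: 45 min room-temperature reaction, 5 min colour, 30 min stabiliser; Signal: Phosphate-binding colour reagent, absorbance read at 630 nm.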
LMPTP inh: blocks human LMPTP phosphatase | P24666 | 360,000 compounds, 0.22% hits | AID 651560 | recombinant LMPTP-A, OMFP fluorogenic substrate, fluorescence intensity | inhibition, % at 20 µM;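 active = compounds that cut the enzyme signal by at least half of the control window in the single-dose screen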;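 also: plate controls were DMSO wells with enzyme plus substrate for no effect and substrate without enzyme for full effect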
Target sequence (P24666 whole entry, looked up): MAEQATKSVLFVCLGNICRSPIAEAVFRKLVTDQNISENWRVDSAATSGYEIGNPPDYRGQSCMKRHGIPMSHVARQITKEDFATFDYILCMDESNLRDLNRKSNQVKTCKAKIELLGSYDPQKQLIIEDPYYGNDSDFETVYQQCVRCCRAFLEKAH
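Assay system: LMPTP-A phosphatase enzyme | Input: 0.625 nM enzyme | Also added: Fluorogenic phosphatase substrate OMFP at 400 µM final | Compound dosing: One test concentration per compound, 20 µM, with 3% DMSO overall | Schedule: 50 min enzyme reaction at room temperature, protected from light | Signal: Fluorescence intensity | Benchmarks: no-enzyme and uninhibited controls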
Numbers without * were called inactive; i = inactive; . = no result given.

1	CC(=O)N(CCc1ccccc1C)Cc1cc2ccc(C)cc2[nH]c1=O
2	CN(CCOc1ccccc1)c1ccc(S(=O)(=O)N2CCCCC2)cn1
3	CCCn1c(O)c(N=NC(=O)CNC(=O)c2cccnc2)c2ccccc21
4	CC(=O)Nc1ccc(S(=O)(=O)N2CCN(C(=O)C3COc4ccccc4O3)CC2)cc1 (configuration not stated)
5	Cc1ccc(/C=C/C2=NN(Cc3ccc(Cl)c(Cl)c3)C(=O)CC2)cc1
6	Cc1ccc(OCC(=O)NC2CC(C)(C)NC(C)(C)C2)c(C)c1
7	O=S(=O)(c1ccc2oc(=S)[nH]c2c1)N1CCOCC1
8	O=C(NCCNC(=O)c1ccc(Br)o1)c1ccc(Br)o1

Compound,1,2,3,4,5,6,7,8
SUMO1-SIM PPI,-1,8,-33,-2,-5,0,7,-1
NadD block,-7,2,2,0,3,-2,1,10
Rpn11 block,i,i,i,i,i,i,i,i
DNMT1 block,8,-4,1,0,-7,2,-3,-1
MsrA inhibitor,0.5,-0.1,2.2,0.1,1.1,-1.2,-1.3,-0.1
CSN inh,4,2,-2,4,4,-8,-4,2
TbMetRS inhib,-1.6,-0.3,-0.7,-0.4,-0.8,2.4,-0.3,-0.9
STEP inh,2,0,-2,-1,5,1,1,-2
Scp-1 inhibitor,6,0,-4,-7,-10,5,-4,3
LMPTP inh,-2.6,0.8,1.0,-0.4,6.9,1.0,6.9,-1.5

9	CCC(=O)Nc1ccc(NC(=O)c2cccc3ccccc23)cc1
10	Cc1cccc(NC(=O)CCc2ccccc2)c1
11	C=CCNC(=O)NC(=O)COn1nnc2ccc(S(=O)(=O)N(C)C)cc21
12	COC(=O)c1oc2ccc(Br)cc2c1NC(C)=O
13	Cc1onc(-c2ccccc2Cl)c1C(=O)O/N=C(\N)c1cccc([N+](=O)[O-])c1
14	COc1ccc2[nH]c(C(=O)N(Cc3ccccn3)Cc3ccccn3)cc2c1
15	O=C(/C=C/c1ccc(OCc2ccccc2)c(OCc2ccccc2)c1)c1cccnc1
16	CCN1C[C@@H]2[C@@H]3C(=O)N(Cc4ccccc4)C(=O)[C@@H]3[C@](C)(C1=O)N2C(=O)c1ccc(C(F)(F)F)cc1

Compound,9,10,11,12,13,14,15,16
SUMO1-SIM PPI,3,1,-2,-4,-22,1,1,2
NadD block,-4,-4,1,-2,-3,-3,2,-6
Rpn11 block,i,i,i,i,i,i,i,i
DNMT1 block,4,1,1,4,2,-3,3,1
MsrA inhibitor,-1.2,-0.4,-0.2,-0.8,0.6,-0.6,0.9,0.0
CSN inh,2,-4,-4,-7,2,-4,5,-1
TbMetRS inhib,-0.4,0.6,0.3,-0.1,-0.3,0.0,-1.0,-0.1
STEP inh,-3,1,-3,2,-3,1,1,2
Scp-1 inhibitor,-2,-3,3,-14,.,-8,4,4
LMPTP inh,-0.8,-0.5,-1.8,-0.9,-0.5,-0.3,6.5,-2.3

Exported tab-delimited: entries from further up.
item	Structure	SUMO1-SIM PPI	NadD block	Rpn11 block	DNMT1 block	MsrA inhibitor	CSN inh	TbMetRS inhib	STEP inh	Scp-1 inhibitor	LMPTP inh
14	COc1ccc2[nH]c(C(=O)N(Cc3ccccn3)Cc3ccccn3)cc2c1	1	-3	i	-3	-0.6	-4	0.0	1	-8	-0.3
15	O=C(/C=C/c1ccc(OCc2ccccc2)c(OCc2ccccc2)c1)c1cccnc1	1	2	i	3	0.9	5	-1.0	1	4	6.5

Next section.
17	Cc1cnc(C(=O)OCC(=O)N2C(C)CCCC2C)cn1 (configuration not stated)
18	COc1cccc(CC(=O)Nc2ccc(S(=O)(=O)N3CCCCC3)cc2)c1
19	CC1(C)CC(=O)c2sc(NC(=O)Cc3cccs3)nc2C1
20	CCc1c(C(=O)NNC(=S)NCCc2ccccc2)csc1C
21	COc1ccc(NC(=O)COC(=O)CCc2nc3ccccc3c(=O)[nH]2)c(OC)c1
22	COC(=O)c1ccc(C(=O)Nc2ccc(C(C)C)cc2N)cc1
23	CCc1nc(Nc2cccc(F)c2)c2oc3ccccc3c2n1
24	CC(C)(C)C(=O)O/N=C(\N)c1c(Cl)cccc1Cl

Compound,17,18,19,20,21,22,23,24
SUMO1-SIM PPI,-3,9,1,-2,-1,2,0,-3
NadD block,0,-7,-3,-5,1,-1,-8,-3
Rpn11 block,i,i,i,i,i,i,i,i
DNMT1 block,1,-3,9,-1,-1,0,2,5
MsrA inhibitor,-1.1,-0.5,0.6,-0.3,1.2,0.4,-0.3,1.6
CSN inh,-1,-5,-4,-3,6,-19,4,1
TbMetRS inhib,0.0,-0.1,-1.3,-0.7,-0.2,-0.7,-1.3,-0.6
STEP inh,-1,-2,1,-13,-2,-2,-1,-1
Scp-1 inhibitor,-6,-10,2,6,-9,-1,-4,5
LMPTP inh,-0.9,0.3,-0.3,0.7,-0.3,1.6,2.0,-1.6

25	COc1ccc(OC)c(NC(=O)COc2ccc(S(=O)(=O)N3CCCC3)cc2)c1
26	CC(=O)Nc1ccc(C2=CC(=O)C[C@H](c3ccc4c(c3)OCO4)C2)cc1
27	COc1cc(C2NC(=O)NC(O)(C(F)(F)F)C2C(=O)c2cccs2)ccc1O (configuration not stated)
28	CCC1CC(/C(C)=N/NC(N)=O)OC1=O (configuration not stated)
29	COc1ccc(C(=O)c2ccc3oc(-c4ccc(OC)cc4)c(-c4ccc(O)cc4)c3c2)cc1
30	Cc1ccc(NC(=O)c2cnc(SCC(=O)NCC3CCCO3)n(C)c2=O)cc1 (configuration not stated)
31	O=C(NCCc1ccc(Cl)cc1)c1cccs1
32	CCn1cc(C(=O)NCCCN2CCC(C)CC2)c(=O)c2cc(S(=O)(=O)N3CCCC3)ccc21

Compound,25,26,27,28,29,30,31,32
SUMO1-SIM PPI,19,-25,1,2,3,-12,7,5
NadD block,-5,-1,-2,-2,15,4,-1,-4
Rpn11 block,i,i,i,i,i,i,i,i
DNMT1 block,-8,-6,8,0,-24,-1,0,4
MsrA inhibitor,-1.4,2.3,2.5,2.7,1.3,2.6,0.2,2.3
CSN inh,-1,-3,4,-4,-9,-4,0,-5
TbMetRS inhib,0.0,0.2,0.0,-0.5,-0.1,-0.6,-0.6,0.9
STEP inh,4,5,-2,6,1,1,0,1
Scp-1 inhibitor,-7,-1,0,-9,-4,-4,-1,-5
LMPTP inh,0.6,-0.8,0.2,0.2,3.2,-0.6,0.0,0.1

33	Cc1[nH]c2ccc(C(=O)N3CCCCC3)cc2c1C
34	CC(C)c1ccc(N=C(N)N=C(N)N)cc1
35	O=C1C2CC=C(Cl)CC2C(=O)N1CCC[n+]1ccccc1 (configuration not stated)
36	Cc1ccc(C)c(S(=O)(=O)N2CCN(CC(=O)NC(=O)NCc3ccccc3)CC2)c1
37	COc1ccccc1C(=O)NCCOc1ccc(C)c(C)c1
38	COc1ccccc1NC(=O)C1=C(C)Nc2nc(-c3ccc(N(C)C)cc3)nn2C1c1ccncc1 (configuration not stated)
39	O=C(c1ccco1)N1CCN(c2ncnc3scc(-c4cccs4)c23)CC1
40	O=C(CSc1nccn1-c1cccc(F)c1)NC1CCCC1

Compound,33,34,35,36,37,38,39,40
SUMO1-SIM PPI,-8,-5,-2,0,4,-7,1,-2
NadD block,-1,-7,-2,5,-5,8,5,-5
Rpn11 block,i,i,i,i,i,i,i,i
DNMT1 block,0,-2,-1,0,0,-9,0,1
MsrA inhibitor,0.0,-1.3,1.5,-0.7,0.7,2.7,.,-0.6
CSN inh,2,-2,4,-6,0,-3,1,-4
TbMetRS inhib,-0.1,-0.4,0.1,0.1,-1.1,-1.1,0.2,-0.3
STEP inh,-3,-4,-5,1,-2,-2,2,5
Scp-1 inhibitor,-5,-4,-11,-2,-1,-7,1,0
LMPTP inh,-0.5,-0.4,-1.3,-1.2,-0.8,-2.0,0.9,0.2

Full records, quoted from the list. Order of values: SUMO1-SIM PPI, NadD block, Rpn11 block, DNMT1 block, MsrA inhibitor, CSN inh, TbMetRS inhib, STEP inh, Scp-1 inhibitor, LMPTP inh
Shown for O=C(CSc1nccn1-c1cccc(F)c1)NC1CCCC1 : -2, -5, i, 1, -0.6, -4, -0.3, 5, 0, 0.2
Shown for O=C1C2CC=C(Cl)CC2C(=O)N1CCC[n+]1ccccc1 (configuration not stated) : -2, -2, i, -1, 1.5, 4, 0.1, -5, -11, -1.3

(next part)
41	O=C1c2ccccc2C(Nc2cccnc2)N1Cc1ccc2c(c1)OCO2 (configuration not stated)
42	O=C(NCc1ccc2c(c1)OCO2)C1CC(=O)N(C2CCCC2)C1 (configuration not stated)
43	Cc1ccc(S(=O)(=O)N2CCCCC2)cc1NS(=O)(=O)c1ccccc1F
44	CCOc1ccc(NC(=S)NCCCN2CCOCC2)cc1
45	CC(=O)c1c(C)[nH]c(C(=O)/C(C#N)=C/c2cccc(C)c2)c1C
46	CCc1ccc(CNC(=O)c2ccc3c(c2)NC(=O)C(N2CCOCC2)S3)cc1 (configuration not stated)
47	COc1ccc(Nc2oc(COc3ccccc3OC)nc2C#N)cc1
48	Cc1ccc(S(=O)(=O)N2CCC(C(=O)OCC(=O)NC(C)c3ccc(F)cc3)CC2)cc1C (configuration not stated)
49	Cc1ccc(-c2csc(N3CCN(c4cc5c(cc4Cl)nc(C(C)N)n5CCCO)CC3)n2)cc1 (configuration not stated)
50	CCCNC(=O)N[C@@H](Cc1ccccc1)C(=O)OC
51	COc1cc(OC)cc(N(C(=O)CNC(=O)c2ccco2)C(C(=O)NCC2CCCO2)c2ccccc2)c1 (configuration not stated)

Compound,41,42,43,44,45,46,47,48,49,50,51
SUMO1-SIM PPI,5,4,5,3,-4,0,-1,-1,3,2,-2
NadD block,-1,2,0,1,-2,-7,-7,-2,-2,-8,2
Rpn11 block,i,i,i,i,i,i,i,i,i,i,i
DNMT1 block,0,2,6,3,0,2,4,-2,-12,1,0
MsrA inhibitor,0.9,-0.5,0.6,-0.1,2.2,-0.8,-0.5,-0.1,1.2,-0.4,-0.6
CSN inh,-6,-5,-3,-8,6,1,-1,2,1,4,0
TbMetRS inhib,-0.4,-1.2,-0.2,-0.3,-0.5,-1.1,-0.7,-0.2,-0.4,-0.7,0.0
STEP inh,0,-2,0,17,0,-3,0,2,1,1,-1
Scp-1 inhibitor,2,0,-10,-7,-1,-9,-13,-9,-11,-9,-1
LMPTP inh,-1.7,-1.1,-0.4,-4.7,0.4,-1.3,0.9,1.4,-1.2,-1.4,-0.3
